GRK2 inh: inhibitors of human GRK2 displacing RNA aptamer; hit rate 0.59% among 330,000; P25098; bead flow cytometry, FAM-aptamer displacement from GRK2; inhibition of aptamer binding, % at 10 µM; AID 488847;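 active = inhibition of aptamer binding above 40%, roughly 3 SD of noise, on plates passing a quality check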;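 also: median bead fluorescence of bound FAM aptamer so fluorescent compounds give negative values; no value below 0 was filed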
Target sequence (P25098 whole entry, looked up): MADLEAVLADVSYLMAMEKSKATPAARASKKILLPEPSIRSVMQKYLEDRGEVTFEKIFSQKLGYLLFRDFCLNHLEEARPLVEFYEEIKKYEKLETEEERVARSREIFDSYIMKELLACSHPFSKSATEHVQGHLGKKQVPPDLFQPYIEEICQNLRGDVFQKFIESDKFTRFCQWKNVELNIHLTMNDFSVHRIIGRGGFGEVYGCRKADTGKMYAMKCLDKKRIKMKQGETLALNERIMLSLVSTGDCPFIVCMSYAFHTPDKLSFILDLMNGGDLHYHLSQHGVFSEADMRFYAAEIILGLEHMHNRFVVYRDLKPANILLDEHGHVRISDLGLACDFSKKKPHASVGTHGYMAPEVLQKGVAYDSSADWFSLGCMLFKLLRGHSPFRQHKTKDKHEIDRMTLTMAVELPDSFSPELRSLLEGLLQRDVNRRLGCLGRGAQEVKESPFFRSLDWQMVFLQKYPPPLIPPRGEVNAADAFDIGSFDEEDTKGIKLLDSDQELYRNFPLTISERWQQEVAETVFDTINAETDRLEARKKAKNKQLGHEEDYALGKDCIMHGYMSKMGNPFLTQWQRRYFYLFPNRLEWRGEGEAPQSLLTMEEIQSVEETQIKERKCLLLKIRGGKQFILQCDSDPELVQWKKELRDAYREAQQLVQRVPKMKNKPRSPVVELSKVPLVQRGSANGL
AGP1 TOR yeast: alters AGP1-GFP fluorescence in TOR pathway yeast screen | S. cerevisiae AGP1-GFP multiplex flow cytometry, 3 h; GFP as percent of DMSO wells | hit rate 0.02% among 320,000 | GFP response vs DMSO, % at 10 µM;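 active = GFP response relative to DMSO above a set limit, near screen average plus 3 SD, cut at about 150% in these data; inconclusive = fewer than 70 cells counted for the yeast strain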;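 also: median GFP channel fluorescence of the gated AGP1 strain per well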
MEP2 TOR yeast: modulators of TOR pathway MEP2-GFP in S. cerevisiae; S. cerevisiae MEP2-GFP strain, flow cytometry GFP, 3 h; 100% = DMSO control level; GFP response vs DMSO, % at 10 µM; hit rate 0.51% among 330,000;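 active = GFP response versus DMSO above a set limit, roughly screen mean plus 3 SD, cut at about 180% in these data; inconclusive = fewer than 70 cells counted for a yeast strain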;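 also: median GFP fluorescence of the barcode-gated MEP2-GFP cells per well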
RPL19A-GFP yeast: alters RPL19A-GFP fluorescence in TOR pathway yeast screen; AID 2025; percent response vs DMSO, % at 10 µM; S. cerevisiae RPL19A-GFP strain, flow cytometry, 3 h; stronger effect = lower value; hit rate 0.3% among 330,000;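 active = percent response vs DMSO below 50%; inconclusive = fewer than 70 events counted for the yeast strain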;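 also: median channel GFP fluorescence of the barcoded RPL19A-GFP strain; ratio of sample median GFP to plate DMSO average so 100% = DMSO; lower means less RPL19A-GFP as with rapamycin TOR inhibition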
CIT2 TOR yeast: modulators of TOR pathway CIT2-GFP in S. cerevisiae | S. cerevisiae CIT2-GFP strain, flow cytometry, 3 h; 100 means same as DMSO wells | GFP response vs DMSO, % at 10 µM | hit rate 0.065% among 320,000 | AID 2029;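 active = GFP response relative to DMSO above a set limit, near the screen mean plus 3 SD, cut at about 150% in these data; inconclusive = Fewer than 70 cells measured for a yeast strain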;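 also: ratio of well median GFP fluorescence to mean of DMSO wells on the plate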
Yeast superoxide: yeast age-related superoxide inhibition as caloric restriction mimetic; S. cerevisiae aged cells, superoxide DHE fluorescence; stronger effect = lower value; hit rate 0.18% among 330,000; superoxide response (% of plate mean), % at 10 µM;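 active = superoxide response under a set limit, about three screen SD below normal, cut at about 65% in these data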;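 also: yeast aged for seven days with compound at 30 °C before DHE staining; 100% = average MFI of all compound-treated wells on the plate with controls excluded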
LAP4 TOR yeast: yeast TOR pathway LAP4-GFP modulation. S. cerevisiae LAP4-GFP multiplex, flow cytometry GFP, 3 h; median GFP as percent of DMSO wells. hit rate 0.34% among 320,000. GFP response vs DMSO, % at 10 µM;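 active = GFP response vs DMSO above a set limit, about the screen mean plus 3 SD, cut at about 150% in these data; inconclusive = under 70 cell events counted for the yeast strain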
VLA-4 inh: inhibition in a human VLA-4 binding assay | VLA-4 expressing cells, ligand binding flow cytometry | inhibition, % (about 7 µM as worked out from the volumes in the protocol) | hit rate 0.2% among 330,000; in the data active = inhibition above about 50%
An asterisk follows results filed as active; i = inactive; ? = inconclusive; / = not tested or not shown; & = joins results of further samples; [ ] = dose if it differs, or a comment. Outcome played no part in choosing rows (roughly 1.7% active in at least one column).

canonical_smiles	GRK2 inh	AGP1 TOR yeast	MEP2 TOR yeast	RPL19A-GFP yeast	CIT2 TOR yeast	Yeast superoxide	LAP4 TOR yeast	VLA-4 inh
CCOc1ccccc1NC(=O)c1ccc(S(=O)(=O)N(C)C)cc1	0	99	109	108	126	97	76	-7
Cn1c(=O)c2c(nc(SCc3nc(N)nc(N4CCCCC4)n3)n2C)n(C)c1=O	1	103	105	102	105	109	101	-5
CC(C)N(Cc1nc(-c2ccc(Cl)cc2)no1)Cc1nccn1C	1	99	104	98	100	80	97	13
CN(C)CCCN(C(=O)c1ccc(S(=O)(=O)N2CCCCCC2)cc1)c1nc2cc3c(cc2s1)OCCO3	0	104	104	99	106	89	103	25
CC(C)(C)C(=O)NNC(=O)CCCOc1ccc(Cl)cc1Cl	0	104	92	97	93	118	96	-1
Cc1cc(NC(=O)CN2C(=O)CCSc3ccccc32)no1	1	94	88	91	98	104	95	-2
COc1ccc(/C=C/C(=O)NCc2ccc3c(c2)OCO3)cc1OC	3	106	98	100	102	97	99	-7
CC(C)=C(C#N)c1nc2ccccc2s1	1	79	89	117	84	93	79	-9
O=C(NCCc1ccccc1)C1CCN(S(=O)(=O)N2CCOCC2)CC1	1	108	111	107	108	77	102	1
C/C(=N\NC(=O)c1ccc(F)cc1)c1cccc(NC(=O)c2ccco2)c1	0	98	109	105	102	96	107	1
O=C(/C=C/c1ccccc1)NC1CC2CCC1C2 (stereo unspecified)	0	97	100	101	92	116	94	3
COc1cc2[nH]c(C(=O)N3CCN(c4ccc(F)cc4)CC3)cc2c(OC)c1OC	0	102	106	99	95	108	104	3
O=C(OCC(=O)c1ccc[nH]1)c1ccccc1	4	99	95	96	90	95	107	-5
CCc1ccc(/C=N/NC(=O)c2c[nH]c3ccccc23)s1	0	99	98	101	103	122	99	20
CCOC(=O)c1c(NC(=O)/C=C/c2ccc(C)o2)sc(C)c1C	3	93	99	89	91	109	98	2
Cc1cc(Cl)ccc1NC(=S)NCc1ccc(S(N)(=O)=O)cc1	5	97	99	92	99	98	95	2
CNC(=O)c1ccccc1NC(=O)c1cccc(S(=O)(=O)N2CCCCC2)c1	1	98	101	101	97	110	99	1
O=C(Nc1cccc(F)c1)N1CCN(C(=O)c2ccco2)CC1	0	100	99	105	96	99	101	-1
CC(NC=C1C(=O)OC(C)(C)OC1=O)C(=O)O (stereo unspecified)	3	106	108	105	110	109	98	35
CC1CCN(C(=O)/C(=C/c2ccccc2Cl)c2ccccc2)CC1	1	97	95	97	96	98	95	-21

As a working copy, part of the list above.
canonical_smiles	GRK2 inh	AGP1 TOR yeast	MEP2 TOR yeast	RPL19A-GFP yeast	CIT2 TOR yeast	Yeast superoxide	LAP4 TOR yeast	VLA-4 inh
CC(C)=C(C#N)c1nc2ccccc2s1	1	79	89	117	84	93	79	-9
O=C(NCCc1ccccc1)C1CCN(S(=O)(=O)N2CCOCC2)CC1	1	108	111	107	108	77	102	1
C/C(=N\NC(=O)c1ccc(F)cc1)c1cccc(NC(=O)c2ccco2)c1	0	98	109	105	102	96	107	1
O=C(/C=C/c1ccccc1)NC1CC2CCC1C2 (stereo unspecified)	0	97	100	101	92	116	94	3
COc1cc2[nH]c(C(=O)N3CCN(c4ccc(F)cc4)CC3)cc2c(OC)c1OC	0	102	106	99	95	108	104	3
O=C(OCC(=O)c1ccc[nH]1)c1ccccc1	4	99	95	96	90	95	107	-5
CCc1ccc(/C=N/NC(=O)c2c[nH]c3ccccc23)s1	0	99	98	101	103	122	99	20
CCOC(=O)c1c(NC(=O)/C=C/c2ccc(C)o2)sc(C)c1C	3	93	99	89	91	109	98	2
Cc1cc(Cl)ccc1NC(=S)NCc1ccc(S(N)(=O)=O)cc1	5	97	99	92	99	98	95	2
CNC(=O)c1ccccc1NC(=O)c1cccc(S(=O)(=O)N2CCCCC2)c1	1	98	101	101	97	110	99	1
O=C(Nc1cccc(F)c1)N1CCN(C(=O)c2ccco2)CC1	0	100	99	105	96	99	101	-1

Additional structures follow.
canonical_smiles	GRK2 inh	AGP1 TOR yeast	MEP2 TOR yeast	RPL19A-GFP yeast	CIT2 TOR yeast	Yeast superoxide	LAP4 TOR yeast	VLA-4 inh
O=Cc1cccc(OC(=O)c2ccc(Cl)cc2Cl)c1	0	91	102	98	90	107	110	1
O=C(CC1NCCNC1=O)Nc1ccc2c(c1)OCCO2 (stereo unspecified)	0	103	102	97	104	102	103	3
CN(CC(=O)Nc1ccc(Cl)cc1)C(=O)COc1ncnc2ccccc12	0	101	103	99	93	107	97	9
COC(=O)c1cccc(NC(=S)NC(C)C)c1	0	90	94	95	85	87	95	2
Cc1cc(OCC(=O)NNC(=O)CCc2ccccc2)ccc1Br	0	53	104	97	97	107	94	-5
COCCSc1nc2c(c(=O)[nH]c(=O)n2C)n1CCC(C)C	0	105	104	102	106	97	99	-16
CC(C)CCSc1nc(N)c(C#N)cc1C#N	0	90	98	98	87	139	95	-4
O=C1CCC(=O)N1CC(O)COc1ccccc1 (stereo unspecified)	0	66	118	98	94	100	96	24
O=C(NC(=S)N1CCCCCC1)c1cccc([N+](=O)[O-])c1	4	91	92	92	97	94	91	12
CCN1C(=O)C(CC(=O)Nc2ccc(OC)cc2)N(CCc2ccc(F)cc2)C1=S (stereo unspecified)	3	?	?	?	?	115	?	4
O=C(CSc1nnc(-c2cccnc2)n1-c1ccc(SC(F)F)cc1)N1CCCc2ccccc21	0	95	102	102	105	110	95	0
CCN1C(=O)/C(=C/c2ccc(C)o2)N(C)C1=S	0	99	136	106	102	97	111	i
Cc1cccc(C)c1N(CC(=O)N1CCN(C)CC1)S(C)(=O)=O	0	93	95	96	91	109	103	7
O=c1cc(-c2ccccc2Cl)oc2c(NS(=O)(=O)c3cccc4nsnc34)ccc(O)c12	2	85	91	96	67	96	112	20
Cc1nnsc1-c1c(C(=O)N2CCOCC2)c(C)nn1-c1ccc(Cl)cc1	1	102	102	96	105	46*	102	0
COc1ccc(CN(C)CC2CCCN(CCc3ccc(Cl)cc3)C2)cc1OC (stereo unspecified)	0	94	108	104	101	89	95	6
O=C1NC2(CCCCC2)CO1	0	97	94	106	102	103	118	-9
Cc1cccc(C2c3[nH]c4ccccc4c3CCN2Cc2ccc(C)s2)n1 (stereo unspecified)	0	91	96	92	91	105	102	13
O=C1COc2ccc(C(=O)CSc3nnc(Cc4cccs4)n3-c3ccc(Cl)cc3)cc2N1	4	/	105	102	107	94	107	0
Cn1c(CCN2CCCCC2)nc2cc(NC(=O)COc3ccc(Cl)cc3)ccc21	0	104	106	102	105	115	99	6
COc1cccc(NC(=O)c2cncs2)c1	4	97	95	99	96	107	96	3
CN(NC(=O)c1ccccc1F)c1nc(C(F)(F)F)nc2ccccc12	0	95	96	91	86	104	96	7
Cc1cc(C(=O)NNC(=S)NC(C)c2ccccc2)cs1 (stereo unspecified)	0	93	98	101	99	93	90	6
Cc1sc2ncnc(N3CCC(C(=O)N(C)CC(=O)Nc4ccccc4Br)CC3)c2c1C	0	98[may fluoresce green]	103[may fluoresce green]	96[may fluoresce green]	104[may fluoresce green]	114	99[may fluoresce green]	-11
Cc1sc(NC(=O)C2CCCCC2C(=O)O)c(C(N)=O)c1-c1ccc(C(C)(C)C)cc1 (stereo unspecified)	0	100	99	101	100	111	100	-24
Cc1ccc2ncnc(Nc3cccc([N+](=O)[O-])c3)c2c1	3	88	100	91	97	142	95	-19
CC(C)N1CC(COc2ccc(Br)cc2)OC1=O (stereo unspecified)	0	94	103	103	104	115	85	7
O=C1OC(NC(=O)c2ccccc2)C(N2CCOCC2)=C1Cl (stereo unspecified)	0	108	105	106	94	110	95	-7
CS(=O)(=O)N(CC(=O)Nc1ccccc1-c1ccccc1)c1ccccc1	1	108	124	104	108	105	110	-6
COc1ccc(NC(=O)CN2C(=O)COc3ccccc32)cc1OC	1	104	107	100	104	100	101	4
COCCn1ccc(O)c(Cc2ccccc2)c1=O	0	97	102	98	101	102	93	3
Cc1cccc(NC(=O)N(Cc2cc3cc(C)cc(C)c3[nH]c2=O)CC2COCCO2)c1 (stereo unspecified)	0	103	101	104	107	98	101	-14
COc1ccc(Nc2nc3ccccc3n2C)cc1	2	97	97	99	99	107	92	15
Cc1ccc(S(=O)(=O)N(CC(=O)N2CCc3ccccc3C2)c2cccc(Cl)c2)cc1	1	97	97	95	90	78	104	10
Cn1nnc(NC(=O)c2ccc(Br)o2)n1	4	103	106	102	106	76	99	11
O=C(Nc1nonc1-c1ccc(F)cc1)c1ccco1	0	90	111	103	114	106	95	3
Cc1ccc(C(=O)Nc2ccc(C)c(S(=O)(=O)Nc3ccccc3Cl)c2)s1	0	91	109	102	93	117	98	0
Cc1ccc(-c2nc(CS(=O)(=O)CC(=O)NCc3cccc(F)c3)c(C)o2)cc1	0	103	97	102	99	104	99	-5
O=C(O)CC(c1ccc(Cl)cc1)n1cccc1 (stereo unspecified)	3	99	103	93	99	94	96	11
CC(C)c1ccc(NC(=S)NC2CCCCCC2)cc1	2	92	98	95	90	86	96	39
COC(=O)c1sccc1NC(=O)COc1ccc(Cl)cc1Cl	2	99	98	101	84	93	88	-9
O=C(O)c1ccc(CN2C(=O)CSC2=S)cc1	0	104	99	99	107	90	98	-21
COc1ccccc1CNC(=O)C(=O)c1cn(CC(=O)N2CCCC2)c2ccccc12	1	100[may fluoresce green]	95[may fluoresce green]	101[may fluoresce green]	104[may fluoresce green]	108	90[may fluoresce green]	0
COc1ccc(-n2ccnc2SCC(=O)NCc2ccc3c(c2)OCO3)cc1	0	101	85	95	105	102	93	-5
CCCCSCCCNC(=O)C1CCC(CNS(=O)(=O)c2ccccc2)CC1 (stereo unspecified)	0	111	129	111	122	97	111	6
COc1ccccc1NC(=O)CCC(=O)O	0	97	91	100	95	113	79	1
CC(C)CC(=O)N1CC(=O)Nc2ccc(F)cc2C1c1ccccc1 (stereo unspecified)	0	102	103	104	106	95	95	5
COC(=O)C1=C(C)NC(C)=C(C(=O)OCC2CCCO2)C1c1cccc(Br)c1 (stereo unspecified)	0	102	95	89	106	94	97	14
COc1cc(NC(=O)CSc2cc(C)c3cc(C)cc(C)c3n2)c(C(=O)O)cc1OC	1	100	105	109	107	106	105	2
CCCc1ccc(Oc2cc(N3CCOCC3)nc(-c3ccccc3)n2)cc1	0	99	100	100	96	104	98	16
CNCC[C@H](Oc1cccc2ccccc12)c1cccs1	0&0	96&94	100&99	99&106	98&95	109&109	104&98	45&25
O=C(Cn1c(=O)sc2ccccc21)NCCOc1ccccc1F	5	108	105	105	108	100	97	-5

Source: PubChem
